# Assay outcomes deposited in PubChem BioAssay by several laboratories.
# Vc quorum ag: quorum light induction in luxS cqsA deficient V. cholerae. activation, % at 18.7 µM. actives 0.16% (n = 350,000). V. cholerae BH1578 lux reporter, luminescence, 6 h; in the data active = activation mostly above about 9.7%, no sharp cut-off; note: not every result past the cut was called active; inactives centre near 0; reference of the scale not given here
# TcdB inh: TcdB glycohydrolase inhibition; TcdB glycohydrolase enzymatic assay, plate reader; inhibition, % at 9.99 µM; actives 0.24% (n = 350,000); in the data active = inhibition above about 10%
# SARS 3CLpro inh: SARS-CoV 3CLpro protease inhibition; inhibition, % at 6 µM; actives 0.14% (n = 290,000); P0C6X7; recombinant SARS-CoV 3CLpro, quenched FRET peptide cleavage; in the data active = inhibition above about 12%
# MazF activator: activators of E. coli MazEF toxin-antitoxin RNase; actives 0.32% (n = 350,000); P0AE70; FAM/BHQ RNA-DNA oligo cleavage fluorescence, 5 h; AID 504720; activation, % at 20 µM; in the data active = activation above about 50%
# Target sequence (P0AE70 whole entry, looked up): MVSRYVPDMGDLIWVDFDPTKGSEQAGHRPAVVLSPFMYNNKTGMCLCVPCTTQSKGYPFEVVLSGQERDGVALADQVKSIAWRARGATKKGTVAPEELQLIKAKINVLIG
# CCHF vOTU inh: blocks the CCHF virus ovarian tumor domain protease; CCHFV vOTU protease, Pep-AMC fluorescence; inhibition, % at 11.5 µM; actives 0.55% (n = 370,000); AID 651958; in the data active = inhibition above about 30%; note: 0% = vehicle wells with enzyme and 100% = no enzyme wells
# DUSP3 inh: DUSP3 (human) phosphatase inhibition. actives 0.52% (n = 290,000). inhibition, % at 13.3 µM. recombinant VHR phosphatase, pNPP absorbance; in the data active = inhibition above about 50%; note: some compounds called inactive have numbers as strong as hits
# Target sequence (P51452 whole entry, looked up): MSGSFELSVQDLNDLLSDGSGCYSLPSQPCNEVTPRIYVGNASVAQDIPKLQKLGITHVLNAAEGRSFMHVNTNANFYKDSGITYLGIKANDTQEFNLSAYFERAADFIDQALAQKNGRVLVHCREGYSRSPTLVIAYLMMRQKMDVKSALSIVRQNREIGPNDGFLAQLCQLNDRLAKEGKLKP
# Rv3671c protease: Rv3671c (M. tuberculosis) protease inhibition; actives 0.048% (n = 320,000); inhibition, % at 5.96 µM; P9WHR9; in the data active = inhibition above about 38%;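 note: extracellular domain of Rv3671c used as enzyme; 0% = enzyme with DMSO and 100% = no enzyme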
# Target sequence (P9WHR9 whole entry, looked up, the tested form may be a part): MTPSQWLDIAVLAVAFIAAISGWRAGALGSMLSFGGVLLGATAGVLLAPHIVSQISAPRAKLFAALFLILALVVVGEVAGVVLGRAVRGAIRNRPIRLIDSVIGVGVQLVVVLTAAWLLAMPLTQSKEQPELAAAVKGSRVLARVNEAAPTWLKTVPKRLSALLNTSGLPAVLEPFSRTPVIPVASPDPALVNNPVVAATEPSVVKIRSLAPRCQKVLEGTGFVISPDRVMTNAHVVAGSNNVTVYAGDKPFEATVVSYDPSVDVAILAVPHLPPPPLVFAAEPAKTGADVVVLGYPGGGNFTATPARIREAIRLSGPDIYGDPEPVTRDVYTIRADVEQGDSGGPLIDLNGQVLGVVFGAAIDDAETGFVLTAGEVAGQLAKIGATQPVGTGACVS
# Y pestis TopoI: inhibitors of Yersinia pestis topoisomerase I; Y. pestis Topo-I cleavage product accumulation, plate reader; activity, % at 10 µM; actives 0.064% (n = 360,000); AID 504884; in the data active = activity above about 50%, passing the limit was not always enough; note: inactives centre near 2
# PrPC surface inh: inhibitors of human cell surface prion protein PrPC | P04156 | TR-FRET read-out | inhibition, % at 13.8 µM | actives 0.43% (n = 370,000) | AID 720596; in the data active = inhibition above about 24%; note: 0% = median of the test wells and 100% = reference compound wells
# SSB-PriA inh: K. pneumoniae PriA-SSBct interaction inhibition | inhibition, % at 33 µM | AlphaScreen SSBct-PriA binding, biotinylated peptide | actives 0.6% (n = 430,000) | AID 1272365; in the data active = inhibition mostly above about 37%, no sharp cut-off; inactive = mostly below about 20%;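 note: plate controls were negative control peptide for no effect and reference peptide for full effect; strong numbers were not always called active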
# Active calls of the source: *; i = inactive; · = not tested or not shown. The list is partial; rates above refer to the full screens.
nr	SMILES	Vc quorum ag	TcdB inh	SARS 3CLpro inh	MazF activator	CCHF vOTU inh
1	O=C(CO/N=C/c1ccc(OC(F)F)cc1)NC1CCCCC1	-0.2	1.1	2	-9	-8
2	Cc1ccc(CS(=O)(=O)c2ccc(C(=O)N3CCCCC3)cc2[N+](=O)[O-])cc1	0.6	1.5	1	1	20
3	COc1ccc(CN2C(=O)C(CC(C)C)Nc3ncnc(N4CCCCC4)c32)cc1 (configuration not stated)	1.2	0.2	·	2	2
4	O=C(CCC(=O)N(CC(=O)NC1CCCCC1)Cc1ccco1)Nc1nccs1	i	·	1	-10	3
5	CC(/C=N/NC(=O)c1cc(-c2cccnc2)nc2c1c(C)nn2-c1ccccc1)=C\c1ccccc1	-0.3	·	0	0	2
6	S=C1SCN(Cc2cccnc2)CN1Cc1cccnc1	-0.7	0.0	5	11	-8
7	CCc1nc(SCC(=O)N2CC(=O)Nc3ccccc32)c2c(C)c(C)sc2n1	0.9	1.0	-1	8	7
8	O=C(c1ccc2c(=O)n(Cc3ccc4c(c3)OCO4)c(=S)[nH]c2c1)N1CCCCC1	-0.2	1.5	1	6	3
9	O=C(N/C=C\c1ccccc1)NCc1ccc(Cl)cc1	3.0	·	-2	-6	4
10	COCCn1c(SCC(=O)Nc2cc(C)cc(C)c2)nnc1C(C)C	-5.0	·	3	-3	5
11	CCOc1ccc(C(=O)NCC(=O)N2CCN(Cc3ccccc3)CC2)cc1	i	3.6	·	-1	4
12	O=C(c1ccc(S(=O)(=O)Cc2cc(F)ccc2F)c([N+](=O)[O-])c1)N1CCCCC1	-0.7	0.7	5	10	-17

nr	DUSP3 inh	Rv3671c protease	Y pestis TopoI	PrPC surface inh	SSB-PriA inh
1	23	2	1	8	·
2	27	0	5	-12	11
3	·	-2	-1	-1	6
4	-4	-2	2	-4	-7
5	35	-28	17	11	·
6	27	-8	-2	-5	-8
7	6	2	8	-8	-3
8	-4	-6	5	-2	-14
9	3	-10	-10	1	-14
10	22	-15	2	4	-11
11	·	-12	2	-8	0
12	-17	-3	0	-3	-1

# Later entries:
nr	SMILES	Vc quorum ag	TcdB inh	SARS 3CLpro inh	MazF activator	CCHF vOTU inh
13	Cc1ccc(-n2c(=S)sc3c(=O)n(-c4ccccc4C)c(SCC(=O)O)nc32)cc1C	-0.6	1.1	6	-2	-10
14	COc1ccc(CN2C(=O)CSC2c2ccncc2)cc1 (configuration not stated)	i	0.1	5	4	-6
15	CC(=O)c1ccc(NC(=S)Nc2cccc(S(=O)(=O)Nc3c(C)n(C)n(-c4ccccc4)c3=O)c2)cc1	-0.2	1.6	7	2	9
16	COc1ccc(NC(=O)c2cc(-c3ccccc3)nc3c2cnn3C(C)C)cc1	-0.4	1.2	·	-28	0
17	CCOc1ccc(S(=O)(=O)NCc2ccccn2)cc1	i	0.4	2	8	-9
18	CC(Oc1ccccc1Cl)C(=O)Nc1ccc(S(=O)(=O)N2CCOCC2)cc1 (configuration not stated)	i	1.8	·	3	3
19	CCNC(=O)COc1ccc(Br)cc1Cl	1.6	·	-6	0	-18
20	O=C(COc1ccccc1Br)NCCC1=CCCCC1	-3.1	2.6	·	-6	19
21	COc1ccc(NC(=S)Nc2cccc3cnccc23)cc1	-0.6	·	2	70*	3
22	CC(=O)Nc1ccc(S(=O)(=O)Nc2nc3ccccc3nc2Nc2ccc(O)cc2)cc1	-0.7	4.9	1	2	-9
23	Cc1ccc(NC(=O)CC2CCCC2)c(Br)c1	-0.2	0.2	0	0	-2
24	C/C(=N\NC(=O)Cc1c(C)[nH][nH]c1=O)c1ccc(Cl)c(Cl)c1	i	-2.5	0	4	-9

nr	DUSP3 inh	Rv3671c protease	Y pestis TopoI	PrPC surface inh	SSB-PriA inh
13	-3	-8	0	-1	0
14	13	6	2	2	-8
15	9	-5	-1	12	-11
16	·	-13	1	-4	-7
17	15	-6	-6	1	-5
18	·	·	10	7	-10
19	6	1	-2	-1	-3
20	·	5	29	-2	-29
21	8	-4	-2	-13	16
22	21	7	-8	-3	10
23	-11	-4	10	-3	-16
24	-4	-12	-3	10	·

# Some entries already given, showing only SSB-PriA inh, TcdB inh and Rv3671c protease.
no. | Structure | SSB-PriA inh | TcdB inh | Rv3671c protease
15 | CC(=O)c1ccc(NC(=S)Nc2cccc(S(=O)(=O)Nc3c(C)n(C)n(-c4ccccc4)c3=O)c2)cc1 | -11 | 1.6 | -5
16 | COc1ccc(NC(=O)c2cc(-c3ccccc3)nc3c2cnn3C(C)C)cc1 | -7 | 1.2 | -13
17 | CCOc1ccc(S(=O)(=O)NCc2ccccn2)cc1 | -5 | 0.4 | -6
18 | CC(Oc1ccccc1Cl)C(=O)Nc1ccc(S(=O)(=O)N2CCOCC2)cc1 (configuration not stated) | -10 | 1.8 | ·
19 | CCNC(=O)COc1ccc(Br)cc1Cl | -3 | · | 1
20 | O=C(COc1ccccc1Br)NCCC1=CCCCC1 | -29 | 2.6 | 5

# Next section.
nr	SMILES	Vc quorum ag	TcdB inh	SARS 3CLpro inh	MazF activator	CCHF vOTU inh
25	CCN1CCN(C(=O)CN2C(=O)c3cccc4cccc2c34)CC1	i	·	-1	3	-4
26	COc1ccc(N2CCN(C(=O)CNC(=O)Cn3cnc4sc(C)c(C)c4c3=O)CC2)cc1	-3.8	0.3	1	9	9
27	CCOC(=O)c1ccc(NC(=O)CN(c2ccc(C)cc2)S(=O)(=O)c2c(C)n[nH]c2C)cc1	-0.9	·	-4	2	12
28	COCCN1C(=O)C(=O)/C(=C(/O)c2ccc(S(=O)(=O)N3CCOCC3)cc2)C1c1cccc(O)c1 (configuration not stated)	2.8	-0.9	0	-3	3
29	Cc1ccc(NS(=O)(=O)c2ccc(Cl)s2)cc1S(=O)(=O)N(C)C	-0.1	4.0	4	3	12
30	CC/C(C)=C1\SC(N2CCOCC2)=NC1=O	-0.4	·	0	0	13
31	COc1ccccc1Nc1nc(N)nc(CN(C)C2CCCCC2)n1	i	·	1	1	-18
32	O=C(COc1ccc([N+](=O)[O-])cc1Cl)NCCN1C(=O)CSC1=O	i	1.4	·	2	1
33	CCn1cc(C(=O)NCCC(C)C)c(=O)c2cc(F)c(N3CCN(C(=O)c4ccco4)CC3)cc21	-0.3	2.4	3	-2	-9
34	CC(=O)N1CCc2cc(S(=O)(=O)CCC(=O)N3CCC(C)CC3)ccc21	-0.1	-4.0	6	12	-1
35	CCNC(=O)N(CC)C[C@H]1N[C@@](CC)(C(=O)OC)[C@H]2C(=O)N(Cc3ccccc3)C(=O)[C@@H]12	i	0.8	·	4	-8
36	O=C(NC(=S)Nc1nc(-c2ccc(Br)cc2)cs1)c1cccnc1	-0.5	·	-1	-1	-9

nr	DUSP3 inh	Rv3671c protease	Y pestis TopoI	PrPC surface inh	SSB-PriA inh
25	-26	7	4	-22	-14
26	18	-5	2	4	2
27	21	-16	3	8	7
28	2	3	4	-5	·
29	-1	-10	2	4	-12
30	35	5	1	0	-11
31	17	6	1	-2	26
32	·	-1	1	-7	-2
33	27	-12	22	-4	-1
34	-17	3	-7	6	-7
35	·	-2	10	-1	-3
36	30	-4	-3	7	0

# Following part:
nr	SMILES	Vc quorum ag	TcdB inh	SARS 3CLpro inh	MazF activator	CCHF vOTU inh
37	COc1ccc(CSc2nnc(SCc3ccc([N+](=O)[O-])cc3)s2)cc1	0.3	·	-3	-8	1
38	Cc1ccc(S(=O)(=O)N2CCN(S(=O)(=O)N3CCCCC3)CC2)cc1	i	·	1	5	-7
39	CCCCN(C(=O)NC(=O)Nc1ccccc1OC)S(C)(=O)=O	-1.7	·	-2	3	11
40	Cc1ccccc1NC(=O)c1ccc(COc2ccc3c(C)cc(=O)oc3c2)cc1	i	·	-2	7	-20
41	COc1ccc(OCCn2c(NC(=O)c3ccco3)nc3ccccc32)cc1	1.1	·	1	9	4
42	Clc1ccc(CSc2nnc(/C=C/c3ccccc3)o2)cc1	-0.8	·	8	4	0
43	CCn1cnc2c1c(=O)n(Cc1cccc([N+](=O)[O-])c1)c(=O)n2Cc1ccccc1	-0.2	1.0	-5	6	7
44	Cc1ccc(S(=O)(=O)N2CCN(C(=O)c3cc(=O)[nH]c4ccccc34)CC2)c(C)c1	-1.6	·	-8	-5	-3
45	CC(=O)c1ccccc1NC(=O)c1ccc2c(c1)NC(=O)C(C)S2 (configuration not stated)	i	-0.7	·	1	12
46	COc1ccc(NC(=O)CNCCC2=CCCCC2)cc1	i	0.1	-5	0	-9
47	Cc1c(C(=O)N2CCN(CCc3ccccn3)CC2)oc2ccc(F)cc12	-0.2	1.0	4	5	-5
48	CCOCCCNC(=S)N1C2CCC1CC(NC(=O)NC1CCCCC1)C2 (configuration not stated)	i	0.5	2	2	-9

nr	DUSP3 inh	Rv3671c protease	Y pestis TopoI	PrPC surface inh	SSB-PriA inh
37	21	-1	5	-6	-9
38	-14	9	-3	4	-12
39	34	1	-9	-3	11
40	-4	-12	-2	-6	0
41	26	-1	29	-6	-20
42	-9	17	44	3	-1
43	10	1	18	3	11
44	10	-5	2	-2	-10
45	·	-10	20	8	-18
46	11	-1	7	-3	-5
47	-26	3	21	3	11
48	2	-14	0	-3	8

# Additional structures
nr	SMILES	Vc quorum ag	TcdB inh	SARS 3CLpro inh	MazF activator	CCHF vOTU inh
49	O=C(C1CCN(Cc2ccc(F)cc2)CC1)N(CCO)Cc1ccccc1	9.1	·	-6	1	0
50	Cc1ccc(-c2c(C#N)c(N)nc3c2CCCCCC3)o1	1.8	·	1	8	-35
51	O=C(CSc1cccc2cccnc12)Nc1ccccc1F	-0.2	2.2	0	5	-10
52	COc1ccc(C(CCN2CCCC(C)C2)c2c(OC)cc(OC)c3c2OC(=O)CC3c2cc(OC)c(OC)c(OC)c2)cc1 (configuration not stated)	-1.5	·	·	6	·
53	O=C(NC1CC1)C1CCN(c2ccc(S(=O)(=O)N3CCOCC3)cc2Cl)CC1	i	·	0	10	-3
54	COc1ccc([C@@H]2C[C@@H](c3ccccc3)Oc3cc(OC)c(OC)c(OC)c32)cc1	-0.4	·	·	-1	6
55	O=[N+]([O-])c1ccc(S(=O)(=O)NN=Cc2ccc(Cl)c(Cl)c2)cc1	i	1.6	·	-4	5
56	CN(C)CCN(C)Cc1c2ccccc2c(CN(C)CCN(C)C)c2ccccc12	i	0.4	-4	-158	-1
57	Cc1ccc(NC(=O)Cc2noc3ccccc23)nc1	i	0.1	2	8	4
58	Cc1cc(Nc2ccc3c(c2)OCCO3)c2cccc(C)c2n1	-0.3	·	1	-2	5
59	COc1ccc(N2CC(NS(=O)(=O)c3cccs3)CC2=O)cc1 (configuration not stated)	0.3	-0.8	·	2	1
60	CCC(C)(C)NC(=O)C(c1cccc(OC)c1OC)N(Cc1ccccc1)C(=O)CCC(=O)Nc1cc(C)on1 (configuration not stated)	i	0.7	0	7	-6
61	Clc1ccc(C=NC23CN4CN(CN(C4)C2)C3)cc1	i	·	4	7	0
62	CCC(=O)n1nc(-c2cccnc2)nc1NCc1ccc(OC)cc1	-2.6	·	-2	6	6

nr	DUSP3 inh	Rv3671c protease	Y pestis TopoI	PrPC surface inh	SSB-PriA inh
49	3	-2	6	-8	-8
50	15	4	-3	0	-12
51	-10	-1	-3	7	19
52	11	3	18	·	15
53	36	0	-8	2	-1
54	11	·	21	6	5
55	·	·	2	-5	2
56	·	-1	-5	-11	-11
57	-8	-7	-1	7	-6
58	-4	-1	-8	7	5
59	·	-3	2	3	2
60	7	3	28	2	4
61	7	2	-5	9	-1
62	12	2	11	-1	-17

# 4 entries from above, sorted by molar mass, high to low:
nr	SMILES	Vc quorum ag	TcdB inh	SARS 3CLpro inh	MazF activator	CCHF vOTU inh
52	COc1ccc(C(CCN2CCCC(C)C2)c2c(OC)cc(OC)c3c2OC(=O)CC3c2cc(OC)c(OC)c(OC)c2)cc1 (configuration not stated)	-1.5	·	·	6	·
53	O=C(NC1CC1)C1CCN(c2ccc(S(=O)(=O)N3CCOCC3)cc2Cl)CC1	i	·	0	10	-3
62	CCC(=O)n1nc(-c2cccnc2)nc1NCc1ccc(OC)cc1	-2.6	·	-2	6	6
57	Cc1ccc(NC(=O)Cc2noc3ccccc23)nc1	i	0.1	2	8	4

nr	DUSP3 inh	Rv3671c protease	Y pestis TopoI	PrPC surface inh	SSB-PriA inh
52	11	3	18	·	15
53	36	0	-8	2	-1
62	12	2	11	-1	-17
57	-8	-7	-1	7	-6
